H9c2 TAG inh – inhibitors of triacylglycerol accumulation, primary screen, cell-based, uHTS, fluorescence, H9c2. H9c2 cells, Nile Red lipid (TAG) fluorescence; cells loaded with 200 µM oleic acid. inhibition, % at 12.5 µM. 0.66% of 230,000 active;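 active means pattern-corrected inhibition of lipid staining of at least 50% with the nuclear-stain viability signal not falling by more than 50%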;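 further: 0% = DMSO wells and 100% = triacsin C control wells; some results filed as inactive read as strong as hits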
H9c2 TAG inh DAPI viability – also measured in H9c2 TAG inh; calls as there; DAPI nuclei signal change (viability), lower = more cytotoxic, %;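 whole-well DAPI fluorescence read on a plate reader as a viability signal; minus 50 percent equals half of cells still viable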
Numbers without * were called inactive. This is a subset; the hit share may differ from the screen's.

SMILES	H9c2 TAG inh	H9c2 TAG inh DAPI viability
CCOC(=O)[C@@H](C)NS(=O)(=O)N(Cc1ccccc1)[C@H](C(=O)OC)C(C)C	7	4
CNCc1cc(Br)c(OCC(=O)Nc2ccccc2OC)c(OC)c1	10	15
CN1CCN(c2nc3c(c(=O)[nH]c(=O)n3C)n2Cc2cccc3ccccc23)CC1	-8	3
COc1ccc(CC(=O)OCC(=O)Nc2cccc(C(C)=O)c2)cc1OC	3	-3
CN(C)CCCN1C(=O)CSC1c1ccc([N+](=O)[O-])cc1 (configuration not stated)	-18	-6
Cc1cccnc1NCc1ccc(O)c2ncccc12	26	-27
Oc1c(C(Nc2cccc(C(F)(F)F)c2)c2ccncc2)ccc2cccnc12 (configuration not stated)	96	-80
N#Cc1nc(-c2ccccc2F)oc1NC1CCCCC1	-6	10
CCOc1ccccc1NC(=O)NNS(=O)(=O)c1cc(OC)ccc1OC	-3	1
CN(CC(=O)Nc1ccccc1C(F)(F)F)C(=O)C1CCN(C(=O)c2ccc(Cl)cc2)CC1	-2	-9
O=C(NNC(=O)c1ccccc1[N+](=O)[O-])c1ccccn1	-2	-10
C/C(=C\c1ccc2c(c1)OCO2)C(=O)c1c(C)cc(C)[nH]c1=O	-19	0
O=C1OC(c2ccc(Br)cc2)=N/C1=C\N1CCCCC1	4	6
COC(=O)C1=C(CSc2nc3ccccc3o2)NC(=O)NC1c1cc(C)ccc1C (configuration not stated)	-5	9
O=C(N[C@@H](CCC/[N+]([O-])=C/c1ccccc1)C(=O)O)OCc1ccccc1	-10	9
CC(=O)Nc1cccc(NC(=O)CS(=O)(=O)c2cn(CC(=O)N3CCOCC3)c3ccccc23)c1	-5	3
CCNc1ccccc(C(=O)/C=C/c2ccc3c(c2)OCO3)c1=O	7	1
Cn1c(SCC(=O)NC(=O)CN2CCCC2=O)nnc1-c1ccc(F)cc1	6	-9
CCOC(=O)[C@H]1[C@H]2COc3ccc(Br)cc3[C@@H]2N2C(=O)CN(Cc3ccccc3)C(=O)[C@@]12C	1	-4
COc1ccc(CNC(=O)COC(=O)[C@H](Cc2ccccc2)NC(=O)c2cccs2)cc1	23	-3
CCC[C@@H]1CCCO[C@@](C(=O)NCCN2CCOCC2)(C(F)(F)F)C1	14	-12
CCN(CC)S(=O)(=O)c1ccc(NC(=O)c2c(-c3ccccc3)noc2C)cc1	28	-4
COc1ccc(CCNC(=O)C2CC=CCC2C(=O)O)cc1 (configuration not stated)	0	3
CCCOc1ccc(Cn2c(C)nc([N+](=O)[O-])c2SCC(O)COC)cc1[N+](=O)[O-] (configuration not stated)	-30	4
COc1ccc(N2CCN(S(=O)(=O)c3c[nH]c(=O)[nH]c3=O)CC2)cc1	-7	7
O=C(COC(=O)c1ccc(F)cc1)Nc1ccc(Cl)cn1	7	-6
CN(C(=O)c1cccc(NC(=O)Cc2ccc(NC(=O)C3CCCN(C(=O)C4CCCC4)C3)cc2)c1)C1CCCCC1 (configuration not stated)	5	-7
CCCCn1c(N)c(N(CCC(C)C)C(=O)COC(=O)c2cccnc2Cl)c(=O)[nH]c1=O	10	-4
Nc1cc2c(cc1Br)-c1ccc(F)cc1C2O (configuration not stated)	4	-8
O=C(NCCCN1CCN(CCCNC(=O)c2ccccc2F)CC1)c1ccccc1F	2	-4
O=C(COc1ccccc1C(=O)NCC1CCCO1)Nc1ccc(Br)cc1 (configuration not stated)	-10	8
COc1ccc(NC2CCCN(C(=O)CCN3CCCC3=O)C2)cc1OC (configuration not stated)	-21	-1
S=C(NCc1cccs1)Nc1ccc(Br)cc1Cl	-24	3
O=C(NCc1ccc(F)cc1)c1cc(C2CCCCN2C(=O)CCCc2ccccc2)on1 (configuration not stated)	2	6
O=C(OCc1ccc([N+](=O)[O-])cc1)c1cc(S(=O)(=O)N2CCCCC2)ccc1N1CCOCC1	-45	-22
C=CC[C@@H](CC(=O)N(CCO)Cc1ccccc1)C(=O)NC[C@H](OC(=O)[C@@H](CC=C)CC(=O)OC(C)(C)C)c1ccccc1	29	-7
O=C1CCN(CCc2ccccc2)CCN1[C@H](CSc1ccc(Br)cc1)c1ccccc1	-3	6
Fc1ccccc1NC(=S)NCc1ccccc1	-13	3
CCCc1cc(C(=O)OCC(=O)NCCc2ccccc2)sc1C	-1	-8
Cc1cccc(Oc2cc(NC(=O)c3ccccc3)cc([N+](=O)[O-])c2)c1	7	0

Taken from above:
H9c2 TAG inh with CN(C(=O)c1cccc(NC(=O)Cc2ccc(NC(=O)C3CCCN(C(=O)C4CCCC4)C3)cc2)c1)C1CCCCC1 (configuration not stated) → 5
H9c2 TAG inh with Cc1cccc(Oc2cc(NC(=O)c3ccccc3)cc([N+](=O)[O-])c2)c1 → 7
H9c2 TAG inh DAPI viability with CCN(CC)S(=O)(=O)c1ccc(NC(=O)c2c(-c3ccccc3)noc2C)cc1 → -4

Another view of part of the listing above:
Every second line gives: H9c2 TAG inh	H9c2 TAG inh DAPI viability
- CC(=O)Nc1cccc(NC(=O)CS(=O)(=O)c2cn(CC(=O)N3CCOCC3)c3ccccc23)c1
 : -5	3
- COc1ccc(CC(=O)OCC(=O)Nc2cccc(C(C)=O)c2)cc1OC
 : 3	-3
- COc1ccc(N2CCN(S(=O)(=O)c3c[nH]c(=O)[nH]c3=O)CC2)cc1
 : -7	7
- O=C(NCc1ccc(F)cc1)c1cc(C2CCCCN2C(=O)CCCc2ccccc2)on1 (configuration not stated)
 : 2	6

Remaining list, next part:
SMILES	H9c2 TAG inh	H9c2 TAG inh DAPI viability
CC(C)(C)c1ccc(OCC(=O)NNC(=O)CCc2ccccc2)cc1	-9	8
O=C(c1ccc([N+](=O)[O-])cc1)N1CCN=C1SCc1ccccc1	3	7
Cc1nnc(SCC(=O)NC(=O)Nc2ccc3c(c2)OCCO3)s1	-5	-1
O=S(=O)(NCc1ccco1)c1cccc(S(=O)(=O)N2CCCCC2)c1	-17	0
CCOC(=O)c1c(NS(=O)(=O)Cc2ccccc2)sc2c1CCCC2	9	-14
CCN1CCN(CC(=O)Nc2ccc3c(c2)OCCO3)C(=O)C1=O	4	5
COc1cccc(C2NC(C)(C(=O)O)C3C(=O)N(C(C)C)C(=O)C23)c1O (configuration not stated)	-2	1
CCN(CC)c1ccc(/C=N/NC(=O)c2cccc(S(=O)(=O)Nc3ccccc3OC)c2)cc1	3	3
Nc1ncc(Br)cc1S(=O)(=O)NCCC(=O)N1CCN(c2ncccn2)CC1	-6	3
O=C(COC(=O)c1cc(=O)c2ccccc2o1)NC1CCCC1	-1	4
Cc1ccc(C(C)NC(=O)c2cc3cc(Br)ccc3oc2=N)cc1 (configuration not stated)	19	-7
COc1ccc(CCNc2nc3c(c(=O)n(C)c(=O)n3C)n2C)cc1OC	-7	2
O=C(CSc1ccc(Cl)cc1)Nc1ccc(N2CCN(c3ccccc3)CC2)c(F)c1	5	-4
COc1ccc(S(=O)(=O)N2CCOC2CNC(=O)C(=O)NCCc2ccccc2)cc1OC (configuration not stated)	-5	-1
CN(C)CCn1c(NCc2ccc3c(c2)OCO3)nc2ccccc21	0	10
Cc1ccc(N(Cc2ccccc2)C(=O)c2cccc(S(=O)(=O)N3CCN(C)CC3)c2)cc1	7	6
Cn1nc(C(=O)OCC(=O)Nc2ccc(SC(F)F)cc2)c2ccccc2c1=O	-6	-1
O=C(NCCN1C(=O)S/C(=C\c2ccc(Cl)c(Cl)c2)C1=O)C1COc2ccccc2O1 (configuration not stated)	21	-17
CCN1N=C(C)C=C(c2ccccc2)n2c1nc1ccccc12	0	3
COc1ccc(CNC(=O)CN(C(=O)Cn2nnc(-c3ccccc3F)n2)c2ccc(C)cc2)cc1	-4	2
Cc1cc(C(=O)N2CCN(Cc3ccc4c(c3)OCO4)CC2)on1	16	-12
CCNC(=O)COc1cc(C)c(Cl)c(C)c1	5	4
CN(C)CCCn1c2c(c(SCC(=O)Nc3ccc4c(c3)OCCO4)nc1=O)CCCC2	16	18
O=C(COC(=O)c1ccco1)NC(c1ccccc1)c1ccccc1	-16	-6
COc1ccc(CC(=O)NC(C)c2ccc3ccccc3c2)cc1 (configuration not stated)	6	-1
COc1ccc(C(=O)Nn2cnnc2)cc1	13	-6
Cc1cc(C)cc(-n2nnnc2-c2cn(C)nc2C(F)(F)F)c1	-11	10
C=CCN1C(=O)C2C(C(=O)NCc3ccccc3)C3(C)C=CC2(O3)C1C(=O)NC(C)(C)C (configuration not stated)	-2	1
Cc1noc(C)c1CSCC(=O)N(C)CC(=O)Nc1ccccc1Br	-7	3
COc1ccc(OCCCC(=O)ON=C(N)c2ccccc2Cl)cc1	23	-7
CCn1c(SCCC(C)C)nnc1-c1c[nH]c2ccccc12	-9	8
O=C1COc2ccc(C(=O)COC(=O)c3ccco3)cc2N1	-17	7
C[C@H](CO)N1C[C@H](C)[C@@H](CN(C)C(=O)Nc2ccc3c(c2)OCO3)Oc2ccc(NC(=O)C3CCCCC3)cc2C1=O	8	-5
Cc1ccc(Sc2ccc(C(=O)NC(C)C)cc2[N+](=O)[O-])cc1	30	-23
COc1cc(NC(=O)Cn2ccsc2=N)cc(OC)c1	11	-7
OCC(O)C1OC(c2ccco2)OC(CO)C1O (configuration not stated)	0	1
O=C(c1nc2ccccn2c1CN1CCCC(OCc2ccccc2)C1)N1CCCC1 (configuration not stated)	-5	12
C/C(=C\c1ccccc1)C(=O)Nc1nc2ccc([N+](=O)[O-])cc2s1	-8	2
NCc1cccc(CNc2ccc([N+](=O)[O-])cc2C(N)=O)c1	8	-8
Fc1ccc(/C=N/Nc2nnnn2-c2ccccc2)cc1	11	-11

Two compounds picked at random from the list so far:
SMILES	H9c2 TAG inh	H9c2 TAG inh DAPI viability
COc1cc(NC(=O)Cn2ccsc2=N)cc(OC)c1	11	-7
Cc1ccc(Sc2ccc(C(=O)NC(C)C)cc2[N+](=O)[O-])cc1	30	-23

(cont.)
SMILES	H9c2 TAG inh	H9c2 TAG inh DAPI viability
O=S(=O)(Nc1ccc(Br)cc1)N1CCOCC1	4	6
O=C(NCc1cccnc1)C1C2C=CC(C2)C1C(=O)Nc1cccc(C(F)(F)F)c1 (configuration not stated)	3	11
CCCCOC(=O)c1ccc(NC(=O)c2ccc(F)cc2F)cc1	17	-6
CCOc1ccc(OCC)c(S(=O)(=O)NCc2cccnc2)c1	10	-1
O=C(c1nsnc1-c1ccccc1O)N1CCCCC1	-9	15
COCCCNC(=S)NCCNc1nc2cc(C)c(C)cc2cc1C#N	13	32
COc1ccc(OCc2nc(C#N)c(N3CCN(c4ccc(OC)cc4)CC3)o2)cc1	-52	-9
COc1ccc2nc(COC(=O)c3cccs3)c(C(C)=O)[n+]([O-])c2c1	2	-4
C[C@@H]1CN([C@@H](C)CO)C(=O)c2cc(N(C)C)ccc2O[C@@H](C)CCCCO[C@@H]1CN(C)Cc1ccc2c(c1)OCO2	-1	2
COc1ccc2[nH]c3c(c2c1)[C@@H]1CCN2C(=O)CCC[C@H](C3)[C@H]12	5	3
O=C1CC(NCCN2CCOCC2)C(=O)N1Cc1ccc(N2CCCC2=O)cc1 (configuration not stated)	12	-3
Cc1ccc(S(=O)(=O)N2CC=C(N)N2)cc1	7	6
CCOC(=O)C=C(C(=O)OCC)C(=O)OCC	7	-6
CCC(=O)N1CCC1(C)C(=O)Nc1ccc2c(c1)CCN2C(C)=O (configuration not stated)	-6	11
CC(=O)Nc1cccc(-c2csc(C(C)(O)c3cccc(F)c3)n2)c1 (configuration not stated)	-16	10
CCc1nnc(NC(=O)[C@@H](NS(=O)(=O)c2ccc3c(c2)OCCO3)C(C)C)s1	-1	0
Nc1nnc(Cc2ccc(Cl)cc2Cl)s1	14	0
O=C1[C@H]2CCCC[C@H]2C(=O)N1CCCCN1CCN(c2nsc3ccccc23)CC1	13	-2
COC(=O)CNC(=O)C(C)NC(=O)CNC(=O)OCc1ccccc1 (configuration not stated)	12	2
Cn1cnnc1SCCC(=O)Nc1ccc(Cl)cc1	-13	6
COc1ccc(CNC(=O)C(C)N2C(=O)COc3ccc(C)cc32)c(OC)c1 (configuration not stated)	2	-2
O=C(NC1(O)C(=O)c2ccccc2C1=O)c1ccc(C(F)(F)F)cc1	-3	-2
COCCNC(=S)N1CCc2cc(OC)c(OC)cc2C1COc1ccc(F)cc1 (configuration not stated)	19	-5
O=C(NC(=S)Nc1ccc(CN2CCOCC2)cc1)c1cccc(F)c1	9	-5
CCCCC(=O)NCCNc1nc2c(c(=O)n(C)c(=O)n2C)n1Cc1ccccc1	-2	-9
CCN(CC)c1ccc(C(=O)NNC(=O)C2CCN(c3ncnc4sc(C)c(C)c34)CC2)cc1	11	-5
CCCCCCCCNS(=O)(=O)CCNCCc1ccccc1	-3	-2
COc1ccccc1N1CCN(C(CNS(=O)(=O)c2cccs2)c2cccnc2)CC1 (configuration not stated)	-4	13
C=CCNc1oc(-c2ccc(-c3ccccc3)cc2)nc1C#N	11	-7
O=C(O)C[C@H]1c2cc(C(F)(F)F)ccc2S(=O)(=O)N1Cc1ccccc1	5	-2
C/C(Cc1ccccc1)=N\NC(=O)CNC(=O)c1ccc(Cl)cc1Cl	-9	-4
Nc1nncn1C(=O)c1cccs1	0	-9
COC(=O)C1=C(C)N(C)C(=S)NC1c1c(OC)ccc2ccccc12 (configuration not stated)	-18	6
Cc1ccc(CNC(=O)CN2CCC(C(N)=O)CC2)cc1	-19	14
COc1ccc(OC)c(C(=O)NC(CC(N)=O)c2ccc(NCCN3CCOCC3)c([N+](=O)[O-])c2)c1 (configuration not stated)	0	-1

Single records (already shown). Order of values: H9c2 TAG inh, H9c2 TAG inh DAPI viability
Results for CCCCOC(=O)c1ccc(NC(=O)c2ccc(F)cc2F)cc1 = 17, -6
Results for CCOC(=O)[C@H]1[C@H]2COc3ccc(Br)cc3[C@@H]2N2C(=O)CN(Cc3ccccc3)C(=O)[C@@]12C = 1, -4
Results for Nc1cc2c(cc1Br)-c1ccc(F)cc1C2O (configuration not stated) = 4, -8
Results for CCNc1ccccc(C(=O)/C=C/c2ccc3c(c2)OCO3)c1=O = 7, 1
Results for O=C1COc2ccc(C(=O)COC(=O)c3ccco3)cc2N1 = -17, 7
